Screening results as filed in PubChem BioAssay.
CBFb-RUNX1 inh – inhibitors of human CBF-beta and RUNX1 interaction; AID 1477; AlphaScreen CBFb-His/RUNX1-biotin binding, biochemical; 230,000 tested, under 10 active; Potency, µM (titrated, usually from 59.8 µM), without a hit: at the top dose activity, negative = inhibition, most hits filed as inhibitors; also: % of control where 0% means no effect
Target sequence (Q01196 whole entry, looked up): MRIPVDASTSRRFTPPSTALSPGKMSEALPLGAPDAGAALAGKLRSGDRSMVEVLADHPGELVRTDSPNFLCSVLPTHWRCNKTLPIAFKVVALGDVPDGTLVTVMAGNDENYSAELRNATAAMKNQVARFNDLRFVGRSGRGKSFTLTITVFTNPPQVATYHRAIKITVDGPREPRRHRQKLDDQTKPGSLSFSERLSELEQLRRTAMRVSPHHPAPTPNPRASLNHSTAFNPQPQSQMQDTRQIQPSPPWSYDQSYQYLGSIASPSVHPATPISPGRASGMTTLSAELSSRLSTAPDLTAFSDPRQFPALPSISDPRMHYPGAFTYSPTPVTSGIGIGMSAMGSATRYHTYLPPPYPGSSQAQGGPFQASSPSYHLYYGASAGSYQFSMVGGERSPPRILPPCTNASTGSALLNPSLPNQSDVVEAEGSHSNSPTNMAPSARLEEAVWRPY
Target sequence (Q13951 whole entry, looked up): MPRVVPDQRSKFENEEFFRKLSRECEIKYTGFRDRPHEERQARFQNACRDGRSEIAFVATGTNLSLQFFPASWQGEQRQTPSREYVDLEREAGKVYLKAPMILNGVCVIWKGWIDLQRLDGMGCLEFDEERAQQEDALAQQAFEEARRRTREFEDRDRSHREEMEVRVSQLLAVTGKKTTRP
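Compounds were screened at multiple concentrations against a preformed CBF-beta(His)/RUNX1(biotin) complex (30 nM of each) for 15 min at room temperature, followed by 90 min with nickel and streptavidin beads and AlphaScreen reading.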
IMPase Li inh – membrane-permeable IMPase blocker, potentiated with lithium. CHO-M1 cells, IP1 TR-FRET (IP-One), carbachol + lithium. Potency, µM (top dose mostly 59.4 µM), for inactives: at the highest dose activity, negative = IMPase inhibition, most hits filed as inhibitors. actives 0.35% (n = 210,000). AID 1457;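 also: IP1 builds up when IMPase is blocked and the TR-FRET signal falls; potency is read from the fitted curve at half-maximal effect; plate controls were basal vehicle for no effect and high inhibitor control for full effect; nearly all actives have a fitted effect of over 50% in size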
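Readout is a homogeneous TR-FRET IP1 immunoassay (Ex 320, Em 665 and 620), where raised cytosolic IP1 lowers signal. Cells were CHO-M1 treated 30 min at 37C with test compounds plus a little lithium; AC50 values came from Hill-equation fitting.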
Luc counter – Kinase-Glo luciferase inhibition (counter-screen) | Kinase-Glo luciferase, ATP luminescence, 8 min | Potency, µM (titrated, usually from 38.3 µM), for inactives: at the top dose activity change, negative = inhibition, most hits filed as inhibitors | actives 0.28% (n = 200,000) | AID 1379; also: potency is read from the fitted curve at half-maximal effect; % is scaled to controls: 0 for no effect and ±100 for the full control effect; nearly all actives have a fitted effect of over 60% in size
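Light output from Kinase-Glo luciferase with luciferin and 10 uM ATP in 50 mM imidazole pH 7.2, KCl, MgCl2, Tween 20, BSA; compound pin-delivered, 8-min ambient incubation, then luminescence read.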
aGal spleen mod – inhibitors or activators of human alpha-galactosidase in spleen homogenate | P06280 | human spleen homogenate, 4MU-alpha-Gal fluorescence, 40 min | Potency, µM (highest dose often 80 µM), for the others: at the highest dose activity change, negative = inhibition, actives largely listed as inhibitors | actives 0.008% (n = 240,000);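 also: potency is read from the fitted curve at half-maximal effect; 0% = enzyme with vehicle and -100% = no enzyme basal signal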
Target sequence (P06280 32-429 limits assumed): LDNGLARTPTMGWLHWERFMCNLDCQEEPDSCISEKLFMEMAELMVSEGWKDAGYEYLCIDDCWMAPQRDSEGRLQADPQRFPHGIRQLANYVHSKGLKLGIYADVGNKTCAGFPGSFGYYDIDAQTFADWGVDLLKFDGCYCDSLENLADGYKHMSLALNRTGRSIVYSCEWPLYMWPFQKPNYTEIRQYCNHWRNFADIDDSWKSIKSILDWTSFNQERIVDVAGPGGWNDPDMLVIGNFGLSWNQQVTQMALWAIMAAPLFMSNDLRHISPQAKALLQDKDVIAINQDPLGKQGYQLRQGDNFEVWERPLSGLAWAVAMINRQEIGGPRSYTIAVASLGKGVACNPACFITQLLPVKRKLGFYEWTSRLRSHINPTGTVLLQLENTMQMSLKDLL
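Human spleen homogenate (1 ug) as enzyme source, 4-methylumbelliferyl-alpha-D-galactopyranoside 1 mM final, citrate/phosphate pH 5.0 with 0.01% Tween-20. Compounds 40 min at 37C, NaOH/glycine stop; fluorescence Ex 365/Em 440, Hill-fit AC50.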
Lamin A splicing – changes lamin A minigene splicing in HeLa cells; HeLa LMNA splicing GFP/RFP minigene ratio, 48 h; Potency, µM (highest dose often 46.1 µM), for the others: top-dose ratio change, negative = inhibition, actives largely listed as inhibitors; actives 0.01% (n = 200,000); AID 1487; active = well fitted inhibition curve with a large enough effect in the signal ratio, with a control signal flat, not every such curve was filed as active; inconclusive = small, poorly fitted or top-dose-only effect, or effect the other way, or a change in a side signal; the % refers to the signal ratio; also: potency is read from the fitted curve at half-maximal effect; % is scaled to controls: 0 for no effect and ±100 for the full control effect
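S3 HeLa stable clones carrying a lamin A-EGFP splicing minigene plus DsRed2 were seeded at 600 cells/well in Opti-MEM with 2% FBS, pin-dosed and incubated 48 h at 37°C. Acumen cytometry (488 nm) gave the GFP/RFP total-intensity ratio.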
Epigenetic reg – derepresses silenced GFP reporter in murine cells; murine LDR cells, GFP reporter derepression, 30 h; Potency, µM (doses to about 53.9 µM), for the others: top-dose GFP activation, most hits filed as activators; actives 0.2% (n = 280,000); also: potency is read from the fitted curve at half-maximal effect; % of control where 0% means no effect; nearly all actives have a fitted effect of over 60% in size
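Reporter derepression read as number of fluorescent GFP-positive objects, 20-120 um in size, counted by laser-scanning cytometer. Mouse LDR line with an epigenetically silenced CMV-GFP locus; compound incubation 30 h, 37 C.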
NPSR antag – blocks cAMP signaling of the human neuropeptide S receptor; actives 1% (n = 220,000); Q6W5P4; CHO-NPSR cells, cAMP TR-FRET, antagonist mode; Potency, µM (top dose mostly 38.3 µM), for the others: top-dose activity change, negative = inhibition, hits mostly inhibitors; also: potency is read from the fitted curve at half-maximal effect; % is scaled to controls: 0 for no effect and ±100 for the full control effect; nearly all actives have a fitted effect of over 50% in size; many of its hits are not listed in these tables
Starred values were filed as active, the others as inactive; u = inconclusive; x = no result given; [ ] = dose if it differs, or a comment. Unless noted, calls follow the shape of the dose curve; as a rule, active = well fitted curve in the direction sought with a large enough effect; inconclusive = small, poorly fitted or top-dose-only effect, or another doubt; inactive = no such curve, though single readings can be large; an effect the other way counts as inactive or inconclusive.

SMILES | CBFb-RUNX1 inh | IMPase Li inh | Luc counter | aGal spleen mod | Lamin A splicing | Epigenetic reg | NPSR antag
CCn1c(N)c(C(=O)NCCCOC)sc1=S | -5% | -11%[38.3 µM] | 6% | 2% | -2% | -2.7% | -21%[46.1 µM]
CCc1cc2c(=O)[nH]c(Cc3ccc(OC)cc3)nc2s1 | 0% | -3% | -3% | -5% | -1% | -0.9% | 11%
Cc1cc(C(=O)CN2C(=O)c3ccccc3C2=O)c(C)n1C1CC1 | -4% | 8%[38.3 µM] | 4% | -20% | -1%[0.0737 µM] | 1.7% | -9%[46.1 µM]
Oc1ccc(/C=N/N2CCN(C3c4ccccc4-c4ccccc43)CC2)cc1 | -6% | x | x | 6% | x | -1.7% | -7%
O=C(NCc1ccco1)c1cc(C(=O)C2CCCCC2)c[nH]1 | -1% | 0%[38.3 µM] | 5% | -6% | -1% | 1.0% | -9%[46.1 µM]
COC[C@H]1OC=C[C@@H](OC)[C@@H]1OC | -7% | 16% | 3% | 5% | x | 1.1% | x
CCCCNC(=O)CSc1nc2ccc(N3CCOCC3)cc2c(=O)n1Cc1ccc(OC)cc1 | 6% | -8% | x | 2% | x | 3.9% | -59%
CCOC(=O)N1CCN(S(=O)(=O)c2ccc(C)cc2)C1c1ccccc1 (stereo not given) | 2% | 0%[38.3 µM] | -8% | 8% | -4% | -0.2% | -9%[46.1 µM]
O=C(CSC(=S)N1CCN(c2ccccc2)CC1)Nc1nc(-c2ccccc2)c(-c2ccccc2)o1 | 6% | -5% | -2% | -10% | -3% | -1.3% | -2%
COc1cc(NC(=O)CSc2nnc(C)s2)cc(OC)c1 | 4% | 2%[38.3 µM] | -1% | 7% | -1% | 0.8% | 2%[46.1 µM]
CCCCCC1CC(=O)N(Cc2ccccc2)C(=O)N1 (stereo not given) | 5% | 4%[38.3 µM] | -3% | 5% | 12% | -1.0% | -20%[46.1 µM]
CC(C)n1c(SCC(=O)c2ccc3c(c2)OCCO3)nc2c1c(=O)n(C)c(=O)n2C | 4% | 3%[38.3 µM] | -1% | 7% | 0% | 0.7% | 5%[46.1 µM]
O=C(C1=C[C@H](C2CC2)C[C@H](OCCCCO)O1)N1CCN(Cc2ccc3c(c2)OCO3)CC1 | 2% | 0% | x | 0% | x | 1.5% | 2%
CCCCC(=O)Nc1ccc(NC(=O)c2ccc([N+](=O)[O-])cc2)cc1OC | -5% | -4% | 1% | 1% | 6% | -0.3% | 6%
Cc1cc(/C=N/NC(=O)CC#N)c(C)n1-c1ccc([N+](=O)[O-])cc1 | -13% | 3% | 1% | 1% | u | -1.9%[10.1 µM] | 7%

In a second layout: 8 of the compounds above
Order of results: CBFb-RUNX1 inh | IMPase Li inh | Luc counter | aGal spleen mod | Lamin A splicing | Epigenetic reg | NPSR antag
CCn1c(N)c(C(=O)NCCCOC)sc1=S
→ -5% | -11%[38.3 µM] | 6% | 2% | -2% | -2.7% | -21%[46.1 µM]
CCc1cc2c(=O)[nH]c(Cc3ccc(OC)cc3)nc2s1
→ 0% | -3% | -3% | -5% | -1% | -0.9% | 11%
Cc1cc(C(=O)CN2C(=O)c3ccccc3C2=O)c(C)n1C1CC1
→ -4% | 8%[38.3 µM] | 4% | -20% | -1%[0.0737 µM] | 1.7% | -9%[46.1 µM]
Oc1ccc(/C=N/N2CCN(C3c4ccccc4-c4ccccc43)CC2)cc1
→ -6% | x | x | 6% | x | -1.7% | -7%
O=C(NCc1ccco1)c1cc(C(=O)C2CCCCC2)c[nH]1
→ -1% | 0%[38.3 µM] | 5% | -6% | -1% | 1.0% | -9%[46.1 µM]
COC[C@H]1OC=C[C@@H](OC)[C@@H]1OC
→ -7% | 16% | 3% | 5% | x | 1.1% | x
CCCCNC(=O)CSc1nc2ccc(N3CCOCC3)cc2c(=O)n1Cc1ccc(OC)cc1
→ 6% | -8% | x | 2% | x | 3.9% | -59%
CCOC(=O)N1CCN(S(=O)(=O)c2ccc(C)cc2)C1c1ccccc1 (stereo not given)
→ 2% | 0%[38.3 µM] | -8% | 8% | -4% | -0.2% | -9%[46.1 µM]

Further results
SMILES | CBFb-RUNX1 inh | IMPase Li inh | Luc counter | aGal spleen mod | Lamin A splicing | Epigenetic reg | NPSR antag
CCOC(=O)N1CCN(Cc2nc(-c3ccccc3)no2)CC1 | 4% | 11%[38.3 µM] | 0% | 12% | 0% | 2.1% | -10%[46.1 µM]
COc1ccc(CCNC(=O)/C(C#N)=C2\N=C(NC(=O)c3cccs3)c3ccccc32)cc1 | -5% | -7% | 1% | 7% | -10% | -1.0% | u
Cc1ccc(NC(=O)CSc2nnc3ccccn23)cc1S(=O)(=O)N1CCOCC1 | -23% | -1% | -2% | 2% | -6%[46 µM] | 4.5% | 10%
CCOC(=O)n1n[n+]([O-])c2ccccc21 | 5% | 3% | 0% | -5% | 0% | -1.2% | 9%
CC(C)(C)NC(=O)C(=O)N/N=C/c1ccc(F)cc1 | -4% | 2% | -1% | 0% | x | 0.9% | 8%
CCOC(=O)Nc1cccc(NC(=O)c2ccccc2F)c1 | 4% | 14% | 2% | 6% | -2%[46 µM] | -0.5% | -5%
Cc1cccc(OCC(=O)NNC(=O)c2cccs2)c1 | -6% | -3% | -4% | 3% | x | -1.1% | 18%
CC(C)(C)NC(=O)CN1CCC(NC(=O)C23CC4CC(CC(C4)C2)C3)CC1 | -5% | -8% | 1% | 3% | x | 1.4% | 26%
CC(=O)N(C(C)=O)N1C(=O)C2C3c4ccccc4C(c4ccccc43)C2C1=O (stereo not given) | 0% | 17% | -2% | -3% | -1%[46 µM] | -0.8%[10.1 µM] | -42%
COc1ccc(C(=O)CSc2cc(C)nc(SCC(=O)c3ccc(C)cc3)n2)cc1 | -8% | 6% | 2% | 1% | u | -1.0% | 0%[46.1 µM]
CC(C)(C)c1cc(N)on1 | -2% | 5% | -4% | 4% | 6% | 0.1% | 4%
Cn1c(-c2ccco2)nc2cc3ccccc3cc21 | 10% | -7%[38.3 µM] | 13µM* | u | -2% | 1.3% | -6%[46.1 µM]
CCNC(=S)Nc1ccc(Cl)c(C(F)(F)F)c1 | 4% | 0% | -4% | -5% | u | -0.3% | 1%
CCOc1ccc(CCNC(=O)COC(=O)c2cccc(OC)c2O)cc1OCC | 6% | 19% | 3% | 11% | -16%[46 µM] | -0.4% | -19%
COc1ccc(/C=C2\SC(=O)N=C2N)cc1OC | 8% | 17% | -3% | -11% | -11% | 3.8% | 1%
CCCCOc1ccccc1C1CC(=O)NC2=C1C(=O)CCC2 (stereo not given) | -4% | 6%[38.3 µM] | -6% | -15% | u | -0.3% | 12%[46.1 µM]
COc1ccc(OCC(=O)Nc2ccccc2O)cc1 | -1% | 20%[38.3 µM] | -18% | -4% | 2% | -1.9% | 1%[46.1 µM]
O=C(CSc1ncnc2nc[nH]c12)N1CCOCC1 | -8% | -10%[38.3 µM] | 14% | -4% | -5% | 1.2% | -9%[46.1 µM]
CC(=O)c1cc2c(cc1NC(=O)C1CC1)OCO2 | 18% | 4% | -5% | 5% | -8% | -1.2% | u
CCOC(=O)Cn1ncc(-c2ccccc2)c1N | -4% | 9% | -2% | -2% | -7% | -0.3% | -2%[46.1 µM]
CCN(C(=O)C1CCN(S(=O)(=O)c2cccc3nonc23)CC1)c1ccccc1 | -1% | 0%[38.3 µM] | -1% | 19% | -6% | -0.2% | -13%[46.1 µM]
CCOC(=O)C1CCN(C(=O)CSc2ccc(Cl)cc2)CC1 | 13% | 1% | 2% | -15% | u | -0.8% | -1%[46.1 µM]
Cc1ccccc1CNC(=O)CCc1ccccc1 | 6% | 12% | 1% | -1% | x | -0.9%[10.1 µM] | -6%
COc1ccc(/C(N)=N/OC(=O)c2cccc([N+](=O)[O-])c2C)cc1OC | 0% | 16%[38.3 µM] | -4% | 2% | 5% | 0.1% | -2%[46.1 µM]
Cc1cnc(CN2CCc3c([nH]c4ccccc34)C2CC(C)C)[nH]1 (stereo not given) | -1% | 25% | -4% | -5% | x | 5.2% | -18%
NC(N)=Nc1nc2ccccc2o1 | 0% | x | x | 5% | x | 1.4% | 0%[7.67 µM]
Cc1ccc(C)c(NC(=O)CCc2ccc(S(=O)(=O)NC3CCCCC3)cc2)c1 | -8% | 30%[38.3 µM] | 0% | 2% | u | 0.0% | -16%[46.1 µM]
COc1ccc(C(c2c(C)[nH]n(-c3ccccc3)c2=O)c2c(C)[nH]n(-c3ccccc3)c2=O)cc1OC | -10% | 13% | 2% | -8% | -15% | 0.0% | -13%[46.1 µM]
Cn1c(=O)c2c(nc(NCC3CCCO3)n2Cc2cccc(Br)c2)n(C)c1=O (stereo not given) | -2% | 5%[38.3 µM] | 0% | 0% | 4% | 0.9% | -13%[46.1 µM]
CCn1c(C)cc(/C=C2/SC(=S)N(CC(=O)O)C2=O)c1C | -2% | 17% | 1% | 3% | -16%[46 µM] | -0.6% | -13%
CC1=CC2=NC(=O)/C(=C\c3cccn3CCOc3ccccc3C)C(=N)N2O1 | 4% | 5% | x | 9% | x | -0.2% | 10µM*
Cc1cccc(C(=O)N2CCN(c3ccc(C(F)(F)F)cn3)CC2)c1C | 2% | 33%[activator][38.3 µM] | -2% | 4% | u | 0.0% | -11%[46.1 µM]
Cn1cccc1Cc1nnc(SCC(=O)NC2CCCC2)n1CCc1ccccc1 | -7% | 16%[38.3 µM] | 3% | -1% | -8% | -2.3% | -6%[46.1 µM]
O=c1[nH]c(Cc2ccccc2)nc2ccccc12 | -1% | 5% | 0% | 2% | x | 1.5% | 10%
CC(C)(C)C(=O)Nc1nnc(SCC(=O)Nc2ccc3c(c2)OCO3)s1 | -4% | 2% | 2% | -7% | -14% | -1.1% | 1%
Fc1ccc(/C=N/Nc2nc3ccccc3[nH]2)cc1F | -28% | 25% | 1% | -3% | x | -1.2% | -23%
CCCNC(=O)c1cccc(COCC(F)(F)C(F)F)c1 | 9% | 16%[38.3 µM] | 5% | 4% | -5% | 2.4% | -8%[46.1 µM]
O=C(NCC1CCCCC1)c1ccco1 | 4% | 17%[38.3 µM] | 5% | 5% | -1% | -1.0% | 14%[46.1 µM]
c1ccc2[nH]cnc2c1 | 6%[21.7 µM] | 6% | x | 4% | x | x | x
O=Cc1c(C(=O)O)n(CC(=O)O)c2ccccc12 | 6% | 0% | 3% | -12% | -7% | -0.1% | 8%

This is a subset; the hit share may differ from the screen's.
